Screening results (PubChem)
NR2F2 inh – inhibitors of human COUP-TFII (NR2F2); P24468; inhibition, % at 8.6 µM; HEK293T NGFI-A luciferase reporter, luminescence; AID 686940; actives 0.7% (n = 370,000);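 active means inhibition above a per-plate cutoff, mean inhibition of test wells between control levels plus 3 SD, cut at about 38% in these data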;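 further: cells cotransfected with COUP-TFII expression vector driving the NGFI-A reporter; 0% = median of COUP-TF2 test wells and 100% = reporter-only cells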
Target sequence (P24468 whole entry, looked up): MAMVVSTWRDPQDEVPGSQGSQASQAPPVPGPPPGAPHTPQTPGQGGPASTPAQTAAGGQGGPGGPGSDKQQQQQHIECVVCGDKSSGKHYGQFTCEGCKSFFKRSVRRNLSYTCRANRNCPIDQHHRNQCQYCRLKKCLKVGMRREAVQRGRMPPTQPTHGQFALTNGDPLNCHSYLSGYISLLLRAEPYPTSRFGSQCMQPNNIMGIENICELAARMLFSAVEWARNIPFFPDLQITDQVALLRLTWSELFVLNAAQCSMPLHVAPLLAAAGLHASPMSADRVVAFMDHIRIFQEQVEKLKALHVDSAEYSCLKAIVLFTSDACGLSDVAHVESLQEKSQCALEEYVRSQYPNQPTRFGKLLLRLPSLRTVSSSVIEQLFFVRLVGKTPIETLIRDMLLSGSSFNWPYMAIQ
SRC2 inh – inhibits human steroid receptor coactivator 2 | actives 0.17% (n = 370,000) | HEK293 GAL4-SRC2 luciferase reporter, luminescence | AID 651957 | Q15596 | inhibition, % at 9 µM;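 active means inhibition above the mean inhibition of all tested compounds plus 3 SD, set per campaign, cut at about 52% in these data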;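 further: 0% = DMSO treated cells and 100% = cells given Gossypol at 36 µM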
Numbers without * were called inactive.

compound	NR2F2 inh	SRC2 inh
N#Cc1ccc(C23CC4(C2)[C@H](CN(Cc2ccc(C(F)(F)F)cc2)[C@@H]4c2ccccc2)C3c2ccc(Cl)nc2)cc1 (stereo partly specified)	7	-11
CC(=O)Nc1ccc(NC(=O)Cn2cnc3c(cnn3C(C)(C)C)c2=O)cc1	-24	-3
CCc1ccccc1NC(=O)c1cc(C)nn1-c1ccccc1	-5	-12
CCOC(=O)CCc1c(C)c2ccc(OCc3cc([N+](=O)[O-])ccc3OC)c(C)c2oc1=O	2	9
CC(C)N1CCCCC(NC(=O)c2ccc(-c3ccccc3)cc2)C1=O (stereo unspecified)	0	-24
C[C@@H]1COc2cc(NCCO)ccc2S(=O)(=O)N1	-8	12
O=C(COC(=O)c1ccc(Sc2ncn[nH]2)c([N+](=O)[O-])c1)Nc1ccc(Cl)cc1	-5	-7
CCOC(=O)c1cccc(NC(=O)CN(C)S(=O)(=O)c2ccc(C)c(C)c2)c1	6	6
Cc1c(NC(=O)C2CCCN(S(=O)(=O)c3ccc(Br)s3)C2)c(=O)n(-c2ccccc2)n1C (stereo unspecified)	-10	-7
C[C@H]1C2CC(OC(=O)Nc3ccc4c(c3)OCO4)C(C2)[C@H]2CCCCN21 (stereo partly specified)	-11	-67
COc1ccc(C2C(C(=O)N3CCC(C)CC3)CC(=O)N2c2ccc(OC)cc2)cc1 (stereo unspecified)	-9	15
O=C(NC(=S)Nc1ccc(CN2CCOCC2)cc1)c1ccc(-c2ccc(Cl)cc2)o1	1	-10
COc1cc(OC)c(NC(=O)NNC(=O)C(=O)NC2CC2)cc1Cl	5	10
COP(=O)(O)[C@@H](CC(C)C)NC(=O)OCc1ccccc1	1	-20
C[C@H](c1ccccc1)N1C[C@@H](COCc2ccccc2)Oc2cccc(F)c2S1(=O)=O	26	-23
O=C(NCCC1=CCCCC1)C1CCN(S(=O)(=O)c2cccc3nonc23)CC1	-25	4
O=S1(=O)CC2c3ccccc3CCN2CN1Cc1ccc(F)cc1 (stereo unspecified)	-2	1
COC(=O)[C@]12C[C@H](CC(=O)NCc3cccc(C(F)(F)F)c3)C(=O)N(Cc3ccccc3)C1=C[C@H](C(C)C)O[C@@H]2C1CC1	-25	-9
Cc1cc(N2CCCN(C)CC2)n2nc(C)nc2n1	15	-14
CC(=O)N1C[C@@H](CO)[C@@H](N(C)C(=O)Nc2cccc3ccccc23)C[C@H]1c1ccccc1	-5	-6
O=C(c1ccccc1)N1CCC(Oc2cccnc2)CC1	15	-11
CC(C)(C)OC(=O)N1c2ccccc2[C@]2(N3CCCC3)C[C@H](C(=O)O)N(C(=O)OC(C)(C)C)[C@H]12	-8	-15
Cc1ccc(-c2cc(C(=O)NN=Cc3ccc(N(C)C)cc3)[nH]n2)cc1C	0	-34
NC(Cc1ccc(O)cc1)C(=O)NN=Cc1ccccc1O (stereo unspecified)	2	-44
O=S1(=O)c2cc(Cl)ccc2N2CCC[C@@H]2CN1Cc1ccc(Cl)c(Cl)c1	6	20
COC(=O)C1=C(C)N(Cc2cccc(C(F)(F)F)c2)C(=NCc2ccc(OC)cc2)NC1c1ccc(F)cc1 (stereo unspecified)	-4	0
Cc1ccc(-c2nnc(SCC(=O)Nc3ccc(F)cc3F)n2Cc2ccco2)cc1	2	-11
O[C@@H]1[C@@H](O)[C@H](n2c3ccc(Cl)cc3c3ccc4c5cc(Cl)ccc5[nH]c4c32)OC[C@H]1O	-41	-29
CC(COc1cccc(F)c1)CN1CCC(C(O)(c2ccccc2)c2ccccc2)CC1 (stereo unspecified)	-21	-22
O=C1[C@@H]2CSCCS(=O)(=O)N2C(=O)N1C1CCCCC1	8	-7

Next section:
compound	NR2F2 inh	SRC2 inh
O=c1[nH][nH]c2c([N+](=O)[O-])ccc(F)c12	6	2
O=C(Nc1ccc(F)cc1F)C1CCCN1S(=O)(=O)c1cccnc1 (stereo unspecified)	4	19
COC(=O)C1=C(C)N(C)C(=NCc2cccc(C(F)(F)F)c2)NC1c1ccccc1 (stereo unspecified)	-17	-1
CCCCn1c2ccccc2c2nnc(SCC(=O)NC3=NN=C(c4ccccc4)CS3)nc21	23	-3
COC(=O)[C@@H](Cc1ccccc1)N[C@H](/C=C/c1ccccc1)[C@@H](O)Cc1ccccc1	-14	12
O=C(NC1CCCCN(Cc2ccc(Cl)cc2)C1=O)c1ccc(COc2ccccc2)cc1 (stereo unspecified)	53*	29
CCOC(=O)[C@]12CCCCC/C=C\1N(CCc1ccc(Cl)cc1)C(=O)[C@H]2CC(=O)NCCC(C)C	-8	11
COC(=O)C1CN(Cc2ccccc2)CCS(=O)(=O)N1Cc1cn(Cc2ccc(C)cc2)nn1 (stereo unspecified)	2	24
CCCC(=O)OC[C@H]1CN(C2CCCC2)S(=O)(=O)c2c(Oc3ccc(F)cc3OC)cccc2O1	8	1
CCOc1ccc(-n2c(SCC(=O)Nc3ccc(Oc4ccccc4)cc3)nnc2-c2ccncc2)cc1	5	0
CCOC(=O)N1CCN(C(=O)C[C@H]2C[C@@]3(C(=O)OC)C(=C[C@H](COCc4ccccc4)O[C@@H]3C)N(CCc3ccc(OC)c(OC)c3)C2=O)CC1	-10	-20
Cc1ccccc1C(=O)N(C)[C@H]1C[C@H]2c3[nH]c4c(-c5ccccc5)cccc4c3CCN2C[C@H]1[C@H](C)O	-7	8
CCCOc1nccc2c1n(C)c(=O)n2C	-3	-24
COc1ccc(CNS(=O)(=O)/C=C/c2ccccc2CNC(=O)OC(C)(C)C)cc1	-15	0
CCOC1=C2CN(S(=O)(=O)c3ccccc3)[C@@H](c3ccccc3)C[C@H]2[C@H]2C(=O)N(c3ccccc3)C(=O)[C@H]2C1	-12	-5
CC1=C2NC(N)=[N+](CC3CC3)C(Cc3ccccc3)[C@@H]2n2c(=O)n(-c3ccccc3)c(=O)n2C1 (stereo partly specified)	11	19
O=S(=O)(Nc1cc(Sc2cccc3cccnc23)c(O)c2ccccc12)c1ccc(F)cc1	17	-175
COc1ccc(CN2C[C@]3(C=C4CCCCC4n4c(=O)n(-c5ccccc5)c(=O)n43)N(C(=O)OCc3ccccc3)C2=NC(=O)c2ccccc2)c(OC)c1 (stereo partly specified)	-3	3
COc1ccc(Cn2ccc3ccc(-c4ccc5ccn(C(=O)c6ccccc6OC)c5c4)cc32)cc1	12	10
CC(=O)N1CCc2cc(S(=O)(=O)NCCC(=O)NCc3ccccc3)ccc21	-2	3
Cc1cc(C)nc(NC(N)=NC(C)c2ccccc2)n1 (stereo unspecified)	-14	12
Cc1ccc(CNC(=O)CCCCCNc2nc(=S)[nH]c3ccccc23)cc1	12	-4
COc1ccc(/C=N/NC(=S)Nc2ccccc2)cc1COc1ccccc1F	-16	-15
CCOC(=O)[C@@]12CCC3=C1N(CCC3)C(=O)[C@H](CC(=O)NCCCOC)C2	-1	9
O=C(Nc1ccccc1)OC1CC2CC1[C@H]1CCCCN1[C@H]2Cc1ccccc1 (stereo partly specified)	-16	9
Nc1ncnc2c1ncn2[C@@H]1O[C@H](C(=O)N[C@@H](CCc2ccccc2)C(=O)N2CCN(C(=O)N3CCOCC3)CC2)[C@@H](O)[C@H]1O	-21	3
Cc1ccc(-c2c(NC(=O)c3ccc(F)cc3)nc3ncccn23)cc1	-26	15
COc1ccc(CC(=O)N2CCN(C(=O)c3ccc4nc(C)n(C5CCCC5)c4c3)CC2)cc1	-10	2
COC(=O)[C@]12C[C@H](CC(=O)NCCc3ccccc3OC)C(=O)N(Cc3cccc4ccccc34)C1=C[C@H](C(C)C)O[C@@H]2C1CC1	0	30
COc1ccc(Sc2cccc3c2S(=O)(=O)N([C@H](C)c2ccccc2)C[C@@H](COCc2ccccc2)O3)cc1OC	-1	-17

Among those listed so far, five contain two or more sulfur atoms:
compound	NR2F2 inh	SRC2 inh
Cc1c(NC(=O)C2CCCN(S(=O)(=O)c3ccc(Br)s3)C2)c(=O)n(-c2ccccc2)n1C (stereo unspecified)	-10	-7
O=C1[C@@H]2CSCCS(=O)(=O)N2C(=O)N1C1CCCCC1	8	-7
CCCCn1c2ccccc2c2nnc(SCC(=O)NC3=NN=C(c4ccccc4)CS3)nc21	23	-3
O=S(=O)(Nc1cc(Sc2cccc3cccnc23)c(O)c2ccccc12)c1ccc(F)cc1	17	-175
COc1ccc(Sc2cccc3c2S(=O)(=O)N([C@H](C)c2ccccc2)C[C@@H](COCc2ccccc2)O3)cc1OC	-1	-17

Carrying on.
Value order – NR2F2 inh	SRC2 inh
- CC(C)Cn1c(N)c(C(=O)COC(=O)c2cc(C3CC3)nc3ccccc23)c(=O)n(C)c1=O
 : 12	-1
- Cc1n[nH]c(=S)c2nn(-c3cccc(Cl)c3)c(C)c12
 : -12	-60
- CCOC(=O)C1CCCN(S(=O)(=O)c2cc3c(cc2Br)CCN3C(=O)CC)C1 (stereo unspecified)
 : 8	9
- O=C(Nc1ccc(OC(F)(F)F)cc1)Nc1c(-c2ccc(F)cc2)nc2ncccn12
 : -2	22
- CCOc1ccc(NC(=O)CN2CCCN(c3ccc(OC)cc3)CC2)cc1
 : 0	-20
- Nc1[nH]n(-c2ccccc2)c(=O)c1N=Nc1ccc(F)cc1
 : -46	-34
- COC(=O)C1=C(C)N(Cc2cccc(C(F)(F)F)c2)C(=NCc2ccccc2C(F)(F)F)NC1c1cccc(C(F)(F)F)c1 (stereo unspecified)
 : 17	-7
- CC(C)C[C@H]1COc2cc(Br)ccc2S(=O)(=O)N1Cc1cn(CCC2OCCO2)nn1
 : -20	-15
- Cc1ccccc1Br
 : 15	11
- Cc1ccc(CSc2nnc(-c3ccccc3)n2Cc2ccco2)cc1
 : 13	-1
- CC(=O)Oc1cc(C)c(Cl)c2c(OC(C)=O)cc(C(C)=O)c(O)c12
 : 17	-9
- COC(=O)[C@]12C[C@H](CC(=O)N3CCN(C(=O)c4ccco4)CC3)C(=O)N(Cc3ccccc3)C1=C[C@H](C(C)(C)C)O[C@@H]2C
 : 13	12
- CN(C)c1cccc2c(S(=O)(=O)NC(=O)[C@H]3O[C@@H](n4ccc(=O)[nH]c4=O)[C@H](O)[C@@H]3O)cccc12
 : -9	8
- COCCNC(=S)N(C)[C@H]1C[C@H]2c3[nH]c4c(-c5ccccc5)cccc4c3CCN2C(=O)[C@H]1[C@H](C)O
 : 1	-2
- COc1ccc(/C(C)=N/Nc2nc3ccccc3n3cnnc23)cc1OC
 : -11	-13
- CC(C)c1ccc(-c2c(C#N)c(N)nc(SCC(=O)N3CCCCCC3)c2C#N)cc1
 : 19	10
- O=C(CCNC(=O)c1ccccc1)N=Nc1c(O)[nH]c2ccccc12
 : 6	-21
- C[C@@H]1CCCN1c1ccc2c(c1)O[C@@H]1CCN(C1)S2(=O)=O
 : -1	18
- COc1cc(C(=O)NC2CCCCN(C(C)C)C2=O)cc(OC)c1OC (stereo unspecified)
 : 8	-10
- Brc1cccc(CN2CCN(c3ncc(Cc4ccccc4)cn3)CC2)n1
 : 16	26

Single entries from above:
Entry of C[C@@H]1CCCN1c1ccc2c(c1)O[C@@H]1CCN(C1)S2(=O)=O in SRC2 inh: 18
Entry of COCCNC(=S)N(C)[C@H]1C[C@H]2c3[nH]c4c(-c5ccccc5)cccc4c3CCN2C(=O)[C@H]1[C@H](C)O in SRC2 inh: -2

(more compounds)
Value order – NR2F2 inh	SRC2 inh
- O=S1(=O)c2ccc(N3CCN(Cc4ccccc4F)CC3)cc2Oc2ccccc2CN1Cc1cn(Cc2cccc(F)c2)nn1
 : 3	9
- CCOC(=O)[C@@H]1CSCCS(=O)(=O)N1Cc1ccc(C(F)(F)F)cc1
 : 2	-32
- COc1ccccc1CNS(=O)(=O)c1ccc(F)cc1Br
 : 7	0
- CCCC(=O)Nc1ccc2c(c1)C(=O)N(C)[C@H]1CC[C@@H](CC(=O)OC)O[C@@H]1CO2
 : 12	13
- CSc1ccc(SC2CN(Cc3ccc(C)cc3)S(=O)(=O)C2)cc1 (stereo unspecified)
 : 12	2
- COc1ccc(Cn2ccc3ccc(-c4ccc5ccn(C(=O)c6ccccc6)c5c4)cc32)cc1
 : -34	-13
- COc1ccc(Cn2cc(CN3[C@H](CC(C)C)COc4cc(Br)ccc4S3(=O)=O)nn2)cc1
 : -12	7
- O=C(CNS(=O)(=O)c1cc2ccccc2s1)N1CCN(c2ccccn2)CC1
 : 15	12
- O=C(CSc1nnc(-c2ccccc2)n1Cc1ccco1)Nc1ccc(Oc2ccccc2)cc1
 : 16	-10
- COC(=O)[C@]12C[C@H](CC(=O)NCCCN3CCCC3=O)C(=O)N(Cc3ccc4c(c3)OCO4)C1=C[C@H](COCc1ccccc1)O[C@@H]2C
 : -15	11
- COc1ccc([C@H]2Oc3cc(O)cc(O)c3C(=O)C2[C@@H]2C(=O)c3c(O)cc(O)cc3O[C@@H]2c2ccc(OC)cc2)cc1 (stereo partly specified)
 : -5	11
- CCCCCCCCCCCCOC(=O)C[N+](C)(C)C
 : 14	-6
- O=S1(=O)C=CCN1Cc1cn(Cc2ccc(Cl)cc2)nn1
 : -24	2
- CCOC(=O)[C@H](Cc1ccccc1)NC(=O)[C@H]1C[C@@]2(N3CCCCC3)c3ccccc3N(C(=O)OC(C)(C)C)[C@H]2N1C(=O)OC(C)(C)C
 : 13	9
- Cc1cc(O)cc(=O)n1-c1cc(C(F)(F)F)cc(C(F)(F)F)c1
 : 14	2
- O=C(Cn1cnc2ccccc2c1=O)N1CCCCC1
 : 1	-23
- COc1ccc(-n2c(SCc3nc4ccccc4[nH]3)nc3ccccc3c2=O)cc1
 : 14	14
- CC(C)N(C[C@@H]1CSCCS(=O)(=O)N1)C1CCCCC1
 : 3	-18
- COc1ccc(-c2nc3c(C)cc(Br)cn3c2Cc2ccccc2C(F)(F)F)cc1OC
 : -3	20
- CC(CCN1CCC(C(O)(c2ccccc2)c2ccccc2)CC1)Oc1ccc(OC(F)(F)F)cc1 (stereo unspecified)
 : 29	5
- COc1cc(C(=O)O)ccc1OCc1ccccc1
 : -14	0

Marked active in NR2F2 inh (from the list above):
Value order – NR2F2 inh	SRC2 inh
- O=C(NC1CCCCN(Cc2ccc(Cl)cc2)C1=O)c1ccc(COc2ccccc2)cc1 (stereo unspecified)
 : 53*	29

An excerpt; rates above refer to the full screens.
